# Screening results from PubChem.
# RmlC RmlD mix: inhibitors of RmlC and RmlD coupled enzymes. RmlC/RmlD coupled enzyme inhibition, 384-well mixture HTS. inhibition, % at 5.5 µM. 110,000 tested, 0.39% active. AID 1532; in the data active means inhibition above about 30%, passing the limit was not always enough; further: strong numbers were not always called active
# RT RNaseH block: blocks HIV-1 RNase H cleavage of RNA/DNA duplex | AID 565 | 65,000 tested, 1.9% active | RT-RNase H RNA/DNA duplex cleavage, fluorescence | inhibition, % at 10 µM; in the data active means inhibition above about 50%
# Active calls of the source: *; / = not tested or not shown. Only part of the results is shown; count on the stated rates, not on these rows.
# Order of values – RT RNaseH block	RmlC RmlD mix
Cn1c2ccccc2c2c(C(=O)N3CCC4(CC3)OCCO4)cn(C3CCCCC3)c(=O)c21
  3	-9
COc1ccccc1OCC(=O)NCCNC(=O)COc1ccccc1OC
  -22	-6
Cc1cc(=O)oc(C)c1C(=O)NCCC(C)C
  7	7
CCC(C)(C)n1nnnc1C(c1ccncc1)N1CCC(Cc2ccccc2)CC1 (centres undefined)
  /	-6
COCCn1nnnc1C(c1ccc(O)c(OC)c1)N1CCc2ccccc2C1 (centres undefined)
  61*	-8
CO/N=C/C(=N\Nc1ccc(C)cc1)C(=O)c1ccc(OC)cc1
  /	4
O=S(=O)(NCC1CCN(S(=O)(=O)c2ccccc2)CC1)c1ccccc1
  -6	-1
O=C(CSc1nnnn1-c1ccccc1)NCc1ccco1
  /	6
Cc1ccc2cccc(NC(=S)NC(=O)c3ccccc3)c2n1
  /	3
CCCc1[nH]nc2c1C(c1ccc(Br)s1)C(C#N)=C(N)O2 (centres undefined)
  -8	-2
CCN(CC)S(=O)(=O)c1cccc(-c2nnc(SCc3nc4ccccc4s3)o2)c1
  /	7
Cc1ccc(C)c(NC(=O)C2Cc3ccccc3CN2C(=O)OCc2ccccc2)c1 (centres undefined)
  /	1
COC(=O)c1cc(OC)c(OC)cc1NC(=O)c1ccc(Br)o1
  23	10
COC(=O)C(C)Oc1ccc2c3c(c(=O)oc2c1)CCCCC3 (centres undefined)
  -27	12
CCOc1cc2[nH]c(=O)n(CC3CCC(C(=O)NC4CCCCC4)CC3)c(=O)c2cc1OCC (centres undefined)
  -2	/
CCCCNC(=O)c1ccc2c(c1)N(CC)C(=O)CS2
  -3	-8
Cc1cc(C(=O)NN=C2C3CC4CC(C3)CC2C4)c2ccccc2n1
  /	9
CC(CC1C(C#N)=C(N)OC2=C1C(=O)CCC2)c1ccccc1 (centres undefined)
  -10	10
CCOc1ccc2nc(NC(=O)Nc3ccccc3)sc2c1
  /	8
CCOc1ccc(C(=O)N2CCCC2C(=O)O)cc1 (centres undefined)
  -1	-8

# (listing goes on)
# Order of values – RT RNaseH block	RmlC RmlD mix
Cc1ccc2c(c1)nnn2C1CCN(S(C)(=O)=O)CC1
  -1	-10
COCCCN1Cc2cccc(C(=O)O)c2C1=O
  -1	-20
CCN(CC)CCNc1nc(-c2ccccc2)nnc1C(F)(F)F
  /	58
Cc1ccc(C(=O)NCCN2C3=NC[C@H](C)N3C[C@H]2Cc2ccc(O)cc2)cc1Br
  /	6
CC(C)(C)OC(=O)COc1cc(OCC(=O)OC(C)(C)C)c2c(=O)cc(-c3ccccc3)oc2c1
  /	-3
CCOC(=O)Cc1csc(NC(=O)c2sc3nc4ccc(CC)cc4cc3c2N)n1
  /	-10
CC1CCN(S(=O)(=O)c2ccc(NC(=O)CSc3ncccc3C(=O)O)cc2)CC1
  -4	-10
CC(C)NC(=O)c1ccccc1S(=O)c1ccccc1C#N (centres undefined)
  /	-11
CC1CCCC/C1=N/Nc1ccc([N+](=O)[O-])cc1[N+](=O)[O-] (centres undefined)
  /	6
Cn1nc(C(F)(F)F)c(/C=N/OCc2c(Cl)cccc2Cl)c1Cl
  /	3
NC(=O)c1cc2nc(-c3ccco3)cc(C(F)(F)F)n2n1
  /	-3
CCCc1[nH]n(-c2nc3ccccc3s2)c(=O)c1C=NCC(C)C
  /	3
CCS(=O)(=O)N1CCC(C(=O)NCCCOC)CC1
  7	10
CCCCOc1ccc(CSc2ncn[nH]2)cc1
  -28	-3
O=C(NC1CCCCC1)N(Cc1cc2cc3c(cc2[nH]c1=O)OCCO3)C1CCCCC1
  /	1
O=c1c2ccccc2nc2n1CCCCC2
  -8	-29
CC(=O)C1=C(C)N(CC2CC2)C(=O)N[C@H]1c1ccccc1
  /	10
COc1ccc(CCNc2nc(N3CCOCC3)nc(N3CCOCC3)n2)cc1OC
  -6	4
CCOC(=O)c1ccccc1NC(=O)CSc1nnc(Cc2cccn2C)n1-c1ccc(C)cc1
  0	5
CCOC(=O)Cn1cc(C(=O)OC)c2ccccc21
  -14	-3

# Two entries from above, as labelled records:
SMILES: Cn1nc(C(F)(F)F)c(/C=N/OCc2c(Cl)cccc2Cl)c1Cl
  RT RNaseH block: /
  RmlC RmlD mix: 3
SMILES: CC1CCN(S(=O)(=O)c2ccc(NC(=O)CSc3ncccc3C(=O)O)cc2)CC1
  RT RNaseH block: -4
  RmlC RmlD mix: -10

# (list continues)
# Order of values – RT RNaseH block	RmlC RmlD mix
Cc1ccc(N(CC(=O)N2CCN(c3ccc(F)cc3)CC2)S(=O)(=O)c2c(C)nn(C)c2C)cc1
  2	-6
Cc1ccc2oc(=O)n(CCCOc3ccccc3)c2c1
  -26	-3
COc1ccc(C2(c3cccc(O)c3OC)CCN(C(C)=O)CC2)cc1O
  /	-11
CN(CC(=O)NCC1CCCO1)S(=O)(=O)c1cc(Cl)ccc1Cl (centres undefined)
  -1	18
Cn1nc(-c2ccccc2)c(-c2nc(-c3ccc(Cl)cc3)no2)c1Cl
  /	9
Cc1nc2ccccc2c(=O)n1NC(=O)Nc1ccccc1
  1	-14
O=C(NCc1ccco1)c1ccc2c(=O)n(CC3CCCO3)c(=S)[nH]c2c1 (centres undefined)
  -1	2
COc1ccc(C(=O)CN2C3=NCCCN3c3ccccc32)cc1OC
  -10	/
CCOc1cc(C)c(Cl)cc1S(=O)(=O)N(CC)CC
  -73	-10
COC1(OC)C(/C=C/c2ccc(Cl)cc2)C(C#N)(C#N)C1(OC)OC (centres undefined)
  /	-11
CC(C)c1cc(NCC2CCCO2)n2c(nc3ccccc32)c1C#N (centres undefined)
  /	55
O=C(CN1CCN(C(=O)c2cccs2)CC1)NC1CCCCC1
  -15	-4
CCCCC(=O)Nc1cccc2c1C(=O)N(c1ccccc1)C2=O
  -2	14
CC(N=c1ccccn1C(=O)Nc1ccc(Cl)cc1)c1ccco1 (centres undefined)
  4	-16
CCn1ncc(/C=N/N=C2\CCC3C4CCc5cc(O)ccc5C4CCC23C)c1C (centres undefined)
  /	-11
CCSc1ncc(C#N)c(N)n1
  /	5
CS(=O)(=O)N1CCCC(C(=O)N2CCOCC2)C1 (centres undefined)
  -11	36
Cc1ccc(CC2CC(=O)N(CCc3ccc4c(c3)OCO4)C2=O)cc1 (centres undefined)
  -19	13
Cc1ccccc1CSc1nnc(C)n1N
  -12	9
CCN1CCN(Cc2ccc(NC(=O)Nc3ccc(SC)cc3)cc2)CC1
  7	-21

# Following part.
# Order of values – RT RNaseH block	RmlC RmlD mix
N#CCCN1CCN(S(=O)(=O)c2ccc(S(=O)(=O)N3CCOCC3)cc2)CC1
  -8	-10
COC(=O)c1ccc(CSc2nc3c(c(=O)n2-c2ccc(F)cc2)SCC3)o1
  /	-5
Cc1cn2c(nc1=O)OC1C(O)C(COC(=O)c3ccccc3)OC12 (centres undefined)
  3	8
NC(=O)c1ccccc1NS(=O)(=O)c1cccs1
  -28	4
CCn1c(=O)cc(SCC(=O)N2CCC3(CC2)OCCO3)c2ccccc21
  -12	6
CSc1nc2nc3c(cn2n1)C(=O)CC(c1ccccc1)C3 (centres undefined)
  /	-4
O=C(Nc1cccc(C(=O)N2CCCC2)c1)c1ccccc1Cl
  /	11
CC(=O)OC1COC(n2ccc3cc([N+](=O)[O-])ccc32)C(OC(C)=O)C1OC(C)=O (centres undefined)
  /	-13
COCCCN1C(=O)C(=O)/C(=C(/O)c2ccc(OC(C)C)cc2)C1c1cccnc1 (centres undefined)
  -8	9
CCCCNC(=O)C1CC(c2c(Cl)cccc2Cl)=NO1 (centres undefined)
  /	-13
Cc1ccc(NC(=O)Cn2nc(C(F)(F)F)c3c2CCC3)cc1
  /	-7
C=CCOc1ccc(Cl)cc1C(=O)O
  -4	-9
C=CCn1c(CC(=O)OC)csc1=Nc1ccc(C(C)=O)cc1
  -13	-2
COc1ccc(N(CC(=O)Nc2cccc(SC)c2)S(C)(=O)=O)cc1Cl
  -3	-9
C#CCSc1nccc(-c2nn(-c3ccc(C)cc3)ccc2=O)n1
  /	10
COc1ccc(OC)c(/C=C(\NC(=O)c2ccccc2)C(=O)N/N=C/c2ccc(C)s2)c1
  /	-5
Cc1ccc(C(C#N)c2ccc(C(=O)c3ccc(F)cc3)cc2)cc1 (centres undefined)
  /	1
COc1cc(CCCN2C(=O)C(=O)NC[C@H]2Cc2cccc3ccccc23)cc(OC)c1OC
  /	9
COC(=O)C1=C(C)NC2=C(C(=O)CCC2)C1c1cccc(C)n1 (centres undefined)
  -3	23
CCN(CC)S(=O)(=O)c1ccc2oc(C(=O)Nc3ccc(OC)cc3OC)c(C)c2c1
  7	-7

# (list continues)
# Order of values – RT RNaseH block	RmlC RmlD mix
O=C(NC1CCCCC1)C1c2ccccc2C(=O)N1Cc1ccco1 (centres undefined)
  9	2
NS(=O)(=O)c1ccc(S(=O)(=O)N(Cc2ccccc2F)CC2CCCO2)cc1 (centres undefined)
  -5	4
CCOC(=O)CC1C(=O)NCCN1C(=O)c1ccc(F)cc1F (centres undefined)
  /	-9
Cc1cccc(C(=O)Nc2sc(C)c(-c3ccccc3)c2C#N)c1
  /	13
Cc1ccc(N(CC(=O)Nc2ccc(C)cn2)S(=O)(=O)c2c(C)nn(C)c2C)cc1
  -12	-16
Cn1c(N)c(C(=O)COC(=O)C23CC4CC(CC(C4)C2)C3)c(=O)n(C)c1=O
  /	-5
Cc1c(NC(=O)CN2C(=O)c3ccccc3S2(=O)=O)c(=O)n(-c2ccccc2)n1C
  -2	10
C[C@H](C(=O)C=[N+]=[N-])N1C(=O)c2ccccc2C1=O
  -3	3
CCOC(=O)c1c(NC(=S)NC(=O)c2ccco2)sc2c1CCCC2
  /	-8
Cc1cccc(NC(=O)C2=C(O)c3ccccc3N(C)S2(=O)=O)c1
  /	-13
CCOC(=O)C1=C(N)Oc2c(oc(CO)cc2=O)C1c1ccc(F)cc1 (centres undefined)
  /	1
COC(=O)c1ccc(NC(=O)CSc2nc3ccccc3c(=O)[nH]2)cc1
  /	-5
NC(=O)C1CCN(C2CC(=O)N(Cc3ccc(N4CCCC4=O)cc3)C2=O)CC1 (centres undefined)
  /	8
CCCN1C(=O)/C(=C/c2cc(C)n(C)c2C)SC1=Nc1ccc(OCC)cc1
  /	-1
COc1cccc(C(C(=O)NC2CCCCC2)N(CC2CCCO2)C(=O)CNC(=O)c2ccco2)c1 (centres undefined)
  /	1
Cc1ccc2c(c1)N(C(=O)CCC(=O)N1CCc3ccccc3C1)CCO2
  -19	3
CC(C)Nc1nc(NC(C)C)nc(N(C)N)n1
  /	-7
C=CCn1c(SCC(=O)Nc2ccc3c(c2)CCC3)nnc1-c1cccs1
  -5	-18
CCOC(=O)N1CCC(N2Cc3cccc(C(=O)Nc4cc(F)ccc4F)c3C2=O)CC1
  2	5
Clc1ccccc1CN(Cc1ccccc1)C(c1cccs1)c1nnnn1C1CCCC1 (centres undefined)
  /	1

# Full records from above. Order of screens: RT RNaseH block, RmlC RmlD mix
# Clc1ccccc1CN(Cc1ccccc1)C(c1cccs1)c1nnnn1C1CCCC1 (centres undefined) is entered as /, 1
# CCOC(=O)N1CCC(N2Cc3cccc(C(=O)Nc4cc(F)ccc4F)c3C2=O)CC1 is entered as 2, 5
# Cc1ccc(N(CC(=O)Nc2ccc(C)cn2)S(=O)(=O)c2c(C)nn(C)c2C)cc1 is entered as -12, -16
# Cc1cccc(C(=O)Nc2sc(C)c(-c3ccccc3)c2C#N)c1 is entered as /, 13
# CC(C)Nc1nc(NC(C)C)nc(N(C)N)n1 is entered as /, -7

# More records
# Order of values – RT RNaseH block	RmlC RmlD mix
COc1ccc(CCCc2nnc(SCC(=O)Nc3nccs3)n2C)cc1C
  -10	-11
O=c1[nH]c2ccc(NC(=S)Nc3ccccc3Cl)cc2[nH]1
  /	-4
CCN(CC)c1cc(Oc2ccccc2)ncn1
  -15	7
O=C(NCc1ccco1)c1n[nH]c(=O)c2ccccc12
  /	13
O=C(NCCc1ccccc1)c1nc2c(nnn2Cc2ccccc2Cl)c(=O)[nH]1
  9	6
O=C(NCc1cccs1)C1CCN(S(=O)(=O)c2ccc(Br)s2)CC1
  0	7
CCC(=O)Nc1ccc(F)c(Cl)c1
  -1	-18
Cc1nc2c([nH]1)C1(CCN(Cc3ccccc3)CC1)C(C#N)=C(N)O2
  -10	1
Cc1nc2cc(-c3ccccc3)nn2c(C)c1CCC(=O)NCc1ccco1
  /	3
C/C=C\C=C/C(=O)Nc1cccc(C2=NOC3(C2)C[C@@H](C(N)=O)N(C(=O)/C=C/C=C\C)C3)c1 (some centres undefined)
  /	3
COC(=O)c1ccccc1NC(=O)C1CCN(C(=O)c2ccc(OC)cc2)CC1
  /	7
O=S(=O)(c1ccccc1)N1CCN(c2ncnc3sc(-c4ccccc4)cc23)CC1
  22	-7
COc1ccc(CNC(=O)c2c(C)nc3ccccn23)cc1
  /	-48
CCOc1ccc(N(CC)S(=O)(=O)c2ccc3c(c2)oc(=O)n3C)cc1
  -7	13
CCC(NC(=O)c1cccc(Cn2nc(C)c([N+](=O)[O-])c2C)c1)c1ccc(C(C)C)cc1 (centres undefined)
  /	-16
Cc1cccc(OCC(=O)NNC(=O)Nc2cccc(Cl)c2)c1C
  /	3
CCOc1ccc2[nH]c(=O)c(CN(CCN3CCOCC3)Cc3nnnn3C(C)(C)CC)cc2c1
  9	-7
O=C(NC1CCCc2ccccc21)C1CCN(S(=O)(=O)c2cccc3nonc23)CC1 (centres undefined)
  4	16
CCOC(=O)CN1C(=O)N[C@@H](c2cccc(C(F)(F)F)c2)[C@H](C(C)=O)[C@H]1C
  /	-5
Cc1nc2oc3c(NCc4ccccn4)ncnc3c2c2c1COC(C)(C)C2
  -13	12
CCOC(=O)N1CCN(C(=O)CN(C)S(=O)(=O)c2ccc(OC)c(OC)c2)CC1
  -8	5
COCC(C)n1c(SCc2nc(N)nc(Nc3ccccc3C)n2)nc2ccccc2c1=O (centres undefined)
  /	7
